APE1 inh: blocks human APE1 abasic DNA cleavage; P27695; recombinant APE1, TAMRA/BHQ-2 abasic DNA cleavage fluorescence; Potency, µM (top dose mostly 65.8 µM), for inactives: top-dose activity change, negative = inhibition, usual class: inhibitors; hit rate 0.35% among 350,000;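 also: potency is read from the fitted curve at half-maximal effect; plate controls were vehicle for no effect and reference inhibitor for full effect; nearly all actives have a fitted effect of over 55% in size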
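Kinetic fluorescence read (525 ex/598 em nm, three reads 60 s apart) of AP-site incision; signal = third minus first read. Enzyme 0.75 nM, dual-labelled THF duplex 50 nM, compound preincubation 15 min RT.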
Tb PGK inh: T. brucei PGK inhibition; P07378; PGK/GAPDH coupled, Kinase-Glo luminescence, 60 min; Potency, µM (top dose mostly 57.5 µM), without a hit: top-dose activity change, negative = inhibition, hits mostly inhibitors; hit rate 0.043% among 380,000; also: potency is read from the fitted curve at half-maximal effect; % is scaled to controls: 0 for no effect and ±100 for the full control effect; nearly all actives have a fitted effect of over 60% in size
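Luminescent ATP detection (Kinase-Glo Plus) follows a 60-minute room-temperature incubation, with wells lacking PGK as controls. Buffer: 100 mM TEA (pH 7.6), 5 mM MgCl2, 0.01% Tween-20. Coupling enzyme GAPDH (100 nM final) supplies unstable 1,3-BPG in-well.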
POLH inh: blocks human DNA polymerase eta activity; recombinant Pol eta, fluorescent DNA replication assay; AID 588591; Q9Y253; Potency, µM (series often up to 114 µM), without a hit: at the highest dose activity change, negative = inhibition, actives largely listed as inhibitors; hit rate 1.2% among 390,000; also: potency is read from the fitted curve at half-maximal effect; % is scaled to controls: 0 for no effect and ±100 for the full control effect
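Pol eta (10 nM) was preincubated with compounds for 15 min at room temperature, after which fluorescent replication substrate (50 nM final) was added to start the reaction. Fluorescence was read kinetically at 0 and 10 min.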
Anesthetic bind: binds horse apoferritin like a general anesthetic; P02791; apoferritin/1-aminoanthracene competitive binding, fluorescence; Potency, µM (series often up to 77.5 µM), for inactives: at the highest dose activity change, negative = displacement, usual class: inhibitors; hit rate 0.074% among 350,000; AID 485281; also: potency is read from the fitted curve at half-maximal effect; % is scaled to controls: 0 for no effect and ±100 for the full control effect; nearly all actives have a fitted effect of over 20% in size
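Horse-spleen apoferritin (10 uM) in 50% saturated 1-aminoanthracene in PBS was incubated 10 min at room temperature with compound. Fluorescence (ex 380, em 535 nm) was normalized to free and bound 1-AMA, with concentration-response fitted by a four-parameter Hill equation.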
POLI inh: DNA polymerase iota (human) inhibition | Pol iota fluorescent replication assay, 10 min | Q9UNA4 | hit rate 1% among 390,000 | AID 588590 | Potency, µM (highest dose often 115 µM), inactives show at the top dose activity, negative = inhibition, hits mostly inhibitors; also: potency is read from the fitted curve at half-maximal effect
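Fluorescent replication assay read twice, at 0 min and 10 min after adding 50 nM (final) substrate. Enzyme (10 nM) and compounds were first incubated 15 min at room temperature; enzyme-free buffer wells were negative controls.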
POLK inh: blocks human DNA polymerase kappa activity; purified Pol kappa, fluorescent DNA synthesis assay, 10 min; Potency, µM (top dose mostly 107 µM), for the others: at the highest dose activity, negative = inhibition, usual class: inhibitors; hit rate 0.53% among 400,000; AID 588579; also: potency is read from the fitted curve at half-maximal effect; % is scaled to controls: 0 for no effect and ±100 for the full control effect
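10 nM Pol kappa was preincubated with compounds for 15 min at room temperature. Reaction started with 50 nM (final) substrate. Fluorescence read kinetically at 0 and 10 min.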
BLM helicase inh: inhibitors of human Bloom syndrome helicase BLM | Potency, µM (titrated, usually from 56.1 µM), inactives show top-dose activity change, negative = inhibition, usual class: inhibitors | AID 2528 | hit rate 0.2% among 350,000 | recombinant BLM DNA unwinding, fluorescence dequenching | P54132;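 also: potency is read from the fitted curve at half-maximal effect; plate controls were vehicle for no effect and no enzyme for full effect; nearly all actives have a fitted effect of over 35% in size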
Target sequence (P54132 whole entry, looked up): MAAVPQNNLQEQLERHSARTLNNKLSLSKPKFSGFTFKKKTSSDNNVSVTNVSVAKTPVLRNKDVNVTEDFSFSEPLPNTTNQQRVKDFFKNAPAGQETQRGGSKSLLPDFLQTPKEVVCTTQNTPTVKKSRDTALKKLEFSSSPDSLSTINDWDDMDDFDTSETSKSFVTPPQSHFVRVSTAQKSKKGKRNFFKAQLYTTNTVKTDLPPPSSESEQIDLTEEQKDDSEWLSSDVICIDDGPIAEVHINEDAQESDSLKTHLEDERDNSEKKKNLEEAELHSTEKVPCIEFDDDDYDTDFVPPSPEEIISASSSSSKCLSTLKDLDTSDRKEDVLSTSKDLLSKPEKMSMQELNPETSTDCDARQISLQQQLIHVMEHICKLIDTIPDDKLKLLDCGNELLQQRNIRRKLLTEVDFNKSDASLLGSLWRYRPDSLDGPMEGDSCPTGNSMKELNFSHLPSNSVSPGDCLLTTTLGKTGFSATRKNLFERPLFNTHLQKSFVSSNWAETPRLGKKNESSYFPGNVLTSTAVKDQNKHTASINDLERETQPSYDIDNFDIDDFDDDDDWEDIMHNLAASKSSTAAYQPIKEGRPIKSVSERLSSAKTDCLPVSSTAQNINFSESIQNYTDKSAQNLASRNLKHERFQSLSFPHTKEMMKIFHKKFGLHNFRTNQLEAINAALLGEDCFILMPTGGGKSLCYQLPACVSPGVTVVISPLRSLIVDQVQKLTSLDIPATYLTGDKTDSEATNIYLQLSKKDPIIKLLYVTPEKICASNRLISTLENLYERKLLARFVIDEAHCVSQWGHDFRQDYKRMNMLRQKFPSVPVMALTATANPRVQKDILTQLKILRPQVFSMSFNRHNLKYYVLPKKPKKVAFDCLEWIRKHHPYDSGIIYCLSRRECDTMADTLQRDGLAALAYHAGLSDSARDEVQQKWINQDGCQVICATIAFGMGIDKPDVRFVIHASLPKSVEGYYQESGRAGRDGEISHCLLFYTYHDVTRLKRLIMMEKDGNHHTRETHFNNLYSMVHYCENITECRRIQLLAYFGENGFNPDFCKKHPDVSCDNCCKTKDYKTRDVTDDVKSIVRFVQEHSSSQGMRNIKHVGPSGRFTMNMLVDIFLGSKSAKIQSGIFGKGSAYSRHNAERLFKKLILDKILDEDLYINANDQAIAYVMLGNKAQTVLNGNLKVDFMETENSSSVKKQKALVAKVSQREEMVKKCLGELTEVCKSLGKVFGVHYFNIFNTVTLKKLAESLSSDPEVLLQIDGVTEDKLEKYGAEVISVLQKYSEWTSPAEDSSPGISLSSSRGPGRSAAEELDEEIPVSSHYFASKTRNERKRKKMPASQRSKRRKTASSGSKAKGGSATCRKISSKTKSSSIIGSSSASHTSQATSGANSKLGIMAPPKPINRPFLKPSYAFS
RXFP1 antag: blocks the human relaxin receptor RXFP1; HEK293-RXFP1, relaxin-stimulated cAMP HTRF, 30 min; stronger effect = lower value; Q9HBX9; activity change, negative = inhibition, % at 57.5 µM; AID 1259400; hit rate 0.59% among 350,000;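 active = activity change of -60% or lower, but not beyond a set lower limit; inconclusive = change between -60% and -40%, or beyond the set limit; inactive = change above -40%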; also: % is scaled to controls: 0 for no effect and ±100 for the full control effect
POLB inh: DNA polymerase beta (human) inhibition. P06746. Pol beta primer extension/strand displacement, fluorescence kinetic. Potency, µM (titrated, usually from 114 µM), for the others: top-dose activity change, negative = inhibition, hits mostly inhibitors. hit rate 1.3% among 340,000; also: potency is read from the fitted curve at half-maximal effect; % is scaled to controls: 0 for no effect and ±100 for the full control effect
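Kinetic readout of DNA synthesis with strand displacement by Pol beta. Compound and 10 nM enzyme sit 15 min at room temperature; 50 nM substrate starts the reaction, read immediately and at 10 min.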
* = called active by the depositor; i = inactive; ? = inconclusive; . = no result given; & = joins results of further samples; [ ] = remark or other dose. Unless noted, calls follow the shape of the dose curve; as a rule, active = well fitted curve in the direction sought with a large enough effect; inconclusive = small, poorly fitted or top-dose-only effect, or another doubt; inactive = no such curve, though single readings can be large; an effect the other way counts as inactive or inconclusive. A portion of the library (hit frequency here may not be typical).

SMILES	APE1 inh	Tb PGK inh	POLH inh	Anesthetic bind	POLI inh	POLK inh	BLM helicase inh	RXFP1 antag	POLB inh
CC1Cc2ccccc2N1C(=O)COC(=O)c1cccnc1Cl (stereo not drawn)	-6%	-7%	-1%	?	21%	6%	0%	-4	19%
O=C(COc1ccc(F)cc1Cl)Nc1ccc(S(=O)(=O)Nc2nccs2)cc1	-4%	-9%	?	.	6%	-9%	.	9	.
O=C(Cc1coc2ccc3ccccc3c12)Nc1nnc(C2CC2)s1	-2%	-5%	-6%	-20%	-8%	-6%	2%	-8	9%
O=C(O)c1cccc2c1C(=O)N(C1CCCC1)C2	-4%	5%	3%	-3%	9%	-7%	-2%	-3	-2%
COc1ccc(/C=C(\C#N)c2c[nH]c3ccccc23)cc1	19%	-4%	-26%	14%	27%	-3%	-17%	?	-1%
Cc1ccc(N(C(=O)c2csnn2)C(C(=O)NC2CCCC2)c2cccnc2)cc1 (stereo not drawn)	28%	-6%	-5%	-5%	11%	-5%	-4%	-20	6%
Clc1ccc(CN(CC2CCCO2)C(c2cccs2)c2nnnn2C2CCCC2)cc1 (stereo not drawn)	-2%	-2%	-10%	-7%	12%	-15%	-9%	-12	3%
Cc1ccsc1C1CC(=O)NC2=C1C(=O)CC(C)(C)C2 (stereo not drawn)	3%	-1%	-20%	-12%	-9%	-4%	-1%	-7	1%
CCOC(=O)C1=C(C)NC2=C(C(=O)C(C(=O)OCC)C(c3cccc(OC)c3)C2)C1c1ccccn1 (stereo not drawn)	0%	-9%	-9%	74%[activator]	6%	-11%	-4%	0	17%
COc1ccccc1CNC(=O)C1CCCN(S(=O)(=O)c2cccc3nsnc23)C1 (stereo not drawn)	16%	-9%	-4%	2%	9%	-3%	-3%	9	50%
CN(Cc1ccc(F)cc1)C(=O)CCc1nnc(-c2ccccc2)o1	0%	-3%	-14%	-10%	15%	0%	-1%	-1	16%
O=C(Nc1ccc(F)cc1)c1ccc(Cn2nc(N3CCN(c4ccccc4)CC3)ccc2=O)o1	.	0%	?	-18%	?	-17%	-11%	-28	?
C[C@]12c3[nH]c4cc(-c5ccco5)ccc4c3CCN1C(=O)[C@@H](CC(=O)NCCN1CCOCC1)C[C@@H]2C(=O)N1CCCCC1	9%	-3%	-1%	.	6%	-12%	.	.	.
CCOc1ccc2[nH]c3c(NCCN(CC)CC)ncnc3c2c1	-6%	-4%	?	-6%	85%[activator]	-13%	-5%	-20	-21%
C(=C\c1ccccc1)/CNCC1CCCO1 (stereo not drawn)	-4%	-11%	-15%	-5%	37%[activator]	4%	-3%	-2	-10%
Cc1c(NC(=O)/C=C/c2ccc(S(=O)(=O)N3CCOCC3)cc2)c(=O)n(-c2ccccc2)n1C	17%	0%	-18%	-7%	75%[activator]	4%	-1%	-14	9%
Cc1ccc(-c2nnc(SCC(=O)c3ccc(Cl)cc3)n2-c2ccccc2)cc1	.	7%	-12%	-7%	-15%	0%[60.1 µM]	-4%	-2	24%
Cc1ccc(C(=O)N(CC(C)C)c2nc3ccccc3s2)o1	-1%	6%	-10%	-8%	137%[activator]	1%	-8%	-23	1%
CC[C@]12C(=O)N(C)C[C@H]([C@@H]3C(=O)N(Cc4ccccc4)C(=O)[C@@H]31)N2C(=O)c1ccccc1	.	i	-3%	.	-4%	-1%	.	.	.
COc1ccc(C(=O)CCC(=O)N2CCN(c3ccccc3)CC2)cc1	-8%	-7%	-1%	-20%	-2%	-22%	0%	.	12%
COc1cccc(CN(C)S(=O)(=O)c2ccccc2Br)c1	30%	-7%	-23%	.	5%	0%	.	.	.
O=C(NCCc1c[nH]c2ccccc12)/C(=C/c1cccnc1)NC(=O)c1ccccc1	10%	3%	-9%	-19%	47%[activator]	-10%	-8%	-1	-22%
COc1ccc(-c2noc(CSc3nc(N)cc(=O)[nH]3)n2)cc1	3%	-8%&-25%	-33%&-10%	-6%&-15%	28%&-4%	-4%	0%&5%	10&-24	54%&4%
Cc1cccc(N2CCN(C(=O)CN3C(=O)COc4ccc(S(=O)(=O)N5CCC(C)CC5)cc43)CC2C)c1 (stereo not drawn)	.	0%	-7%	?	32%[activator]	9%	-7%	.	25%
CCCCSc1nc2ccccc2n1CC(=O)O	1%	i	-19%	1%	15%	2%	-1%	.	-13%
CCOc1ccc(NC(=O)Cn2c(=O)n(CC(=O)NCc3ccccc3Cl)c(=O)c3sccc32)cc1	.	.	.	-1%	-1%	2%	2%	-11	7%
Nc1ccc2c(c1)sc1ccccc12	-7%	-1%	-15%	6%	26%	-8%	0%	9	22%
O=C(Nc1ccc(F)c(F)c1)c1ccc2c(c1)OCO2	-3%	.	0%	-10%	13%	-3%	-2%	1	11%
COC(C)(C)CCCC(C)C/C=C/C(C)=C/C(=O)O (stereo not drawn)	2%&4%&-1%	.	.	2%&-2%	.	6%&4%[19.4 µM]	2%	.	.
COc1cc(C2C(N3C(=O)c4ccccc4C3=O)C(=O)N2c2ccc(C)c(C)c2)cc(OC)c1OC (stereo not drawn)	7%	-1%	-9%	2%	31%	3%	-10%	-2	18%
CS(=O)(=O)c1ccc2nc(NC(=O)CCNC(=O)c3ccc(Cl)cc3)sc2c1	4%	-10%	-8%	.	-5%	-10%	.	3	.
COC(=O)CSc1nnc(CNc2nc(-c3ccccc3)cs2)n1C	15%	2%	-21%	-4%	9%	-4%	5%	-11	22%
COc1cc(/C=C/C(=O)O[C@H]2[C@H](O[C@@H]3O[C@@H](C)[C@H](O)[C@@H](O)[C@H]3O)[C@@H](O)[C@H](OCCc3ccc(O)c(OC)c3)O[C@@H]2CO)ccc1O	7%	-1%	4%	.	-11%	-1%	.	.	.
COc1ccc(C(c2c[nH]c3ccccc23)c2c[nH]c3ccccc23)cc1O	13%	.	.	?	.	.	-20%	.	35%
O=C1C=CC(=O)c2c(O)c(N3CCN(CCOCCO)CC3)c(Br)c(O)c21	.	?	0.79µM*	.	?	28µM*	.	-105*	.
CCCCCCC(C)OC(=O)Nc1cccc2ccccc12 (stereo not drawn)	-8%	2%	-20%	-3%	-6%	-16%	-13%	-8	-30%
O=C1CC(c2ccc(Cl)cc2)CC(O)=C1C=NCc1ccc(Cl)c(Cl)c1 (stereo not drawn)	12%	-7%	-17%	-10%	3%	-3%	-5%	12	17%
C/C(CC(=O)NC1CCCCC1)=N\NC(=O)c1ccccn1	11%	2%	-4%	-8%	45%[activator]	-13%	2%	?	-11%
COc1cc(C(=O)NC(C)c2cnn(-c3ccccc3C)c2C)cc(OC)c1OC (stereo not drawn)	-1%	-7%	-3%	-7%	70%[activator]	-6%	-2%	0	-30%
COc1ccc(CCN2C(=O)C3C4C=CC(C4)C3C2=O)cc1OC (stereo not drawn)	-3%	9%	-6%	3%	23%	-4%	-3%	-6	11%
Cc1ccc(NC(=O)C2CCC(CNS(=O)(=O)c3csc(C(N)=O)c3)CC2)cc1Cl (stereo not drawn)	.	3%	-9%	-13%	8%	-4%	-3%	.	-1%
COc1ccc(OC)c(C2C=C(C34CC5CC(CC(C5)C3)C4)NC(=S)N2)c1 (stereo not drawn)	8%	-5%	-17%	-4%	10%	5%	-5%	-2	5%
COc1ccc(NC(=O)C2CCCCC2)cc1S(=O)(=O)N1CCOCC1	-6%	7%	-4%	.	15%	-17%	.	-6	.
Cc1ccsc1C1C(C#N)=C(N)OC2=C1C(=O)CCC2 (stereo not drawn)	-2%	i	-24%	-14%	15%	-6%	2%	7	6%
CC(=O)c1cc(C#N)c(Oc2ccc(Cl)cc2Cl)nc1C	.	-1%	-9%	.	0%	-14%	.	0	.
COc1ccc(NC(=O)c2cc(S(=O)(=O)N3CCCC3)oc2C)cc1	-4%	i	-4%	-5%	56%[activator]	9%	0%	-5	-2%

Some of the entries so far, with two lines to a compound.
Below each SMILES – APE1 inh | Tb PGK inh | POLH inh | Anesthetic bind | POLI inh | POLK inh | BLM helicase inh | RXFP1 antag | POLB inh
> O=C1C=CC(=O)c2c(O)c(N3CCN(CCOCCO)CC3)c(Br)c(O)c21
→ . | ? | 0.79µM* | . | ? | 28µM* | . | -105* | .
> CCCCCCC(C)OC(=O)Nc1cccc2ccccc12 (stereo not drawn)
→ -8% | 2% | -20% | -3% | -6% | -16% | -13% | -8 | -30%
> O=C1CC(c2ccc(Cl)cc2)CC(O)=C1C=NCc1ccc(Cl)c(Cl)c1 (stereo not drawn)
→ 12% | -7% | -17% | -10% | 3% | -3% | -5% | 12 | 17%
> C/C(CC(=O)NC1CCCCC1)=N\NC(=O)c1ccccn1
→ 11% | 2% | -4% | -8% | 45%[activator] | -13% | 2% | ? | -11%
> COc1cc(C(=O)NC(C)c2cnn(-c3ccccc3C)c2C)cc(OC)c1OC (stereo not drawn)
→ -1% | -7% | -3% | -7% | 70%[activator] | -6% | -2% | 0 | -30%
> COc1ccc(CCN2C(=O)C3C4C=CC(C4)C3C2=O)cc1OC (stereo not drawn)
→ -3% | 9% | -6% | 3% | 23% | -4% | -3% | -6 | 11%
> Cc1ccc(NC(=O)C2CCC(CNS(=O)(=O)c3csc(C(N)=O)c3)CC2)cc1Cl (stereo not drawn)
→ . | 3% | -9% | -13% | 8% | -4% | -3% | . | -1%
> COc1ccc(OC)c(C2C=C(C34CC5CC(CC(C5)C3)C4)NC(=S)N2)c1 (stereo not drawn)
→ 8% | -5% | -17% | -4% | 10% | 5% | -5% | -2 | 5%
> COc1ccc(NC(=O)C2CCCCC2)cc1S(=O)(=O)N1CCOCC1
→ -6% | 7% | -4% | . | 15% | -17% | . | -6 | .
> Cc1ccsc1C1C(C#N)=C(N)OC2=C1C(=O)CCC2 (stereo not drawn)
→ -2% | i | -24% | -14% | 15% | -6% | 2% | 7 | 6%

Source: PubChem (National Center for Advancing Translational Sciences (NCATS))
